Tau fibril FP = blocks human tau fibril formation measured by polarization. P10636. K18 P301L tau heparin fibrillization, Alexa594 FP, 6 h. Potency, µM (top dose mostly 57.7 µM), inactives show top-dose activity, negative = inhibition, actives largely listed as inhibitors. 280,000 compounds, 0.39% hits. AID 1468; also: potency is read from the fitted curve at half-maximal effect; % is scaled to controls: 0 for no effect and ±100 for the full control effect; nearly all actives have a fitted effect of over 55% in size
Target sequence (P10636 561-689 P618L limits assumed): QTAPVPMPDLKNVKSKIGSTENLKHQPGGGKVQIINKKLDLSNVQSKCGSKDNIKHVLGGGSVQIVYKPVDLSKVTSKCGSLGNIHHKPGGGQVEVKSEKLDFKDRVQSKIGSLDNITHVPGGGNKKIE
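Heparin (20 uM) drove fibril formation of recombinant tau K18 P301L, 15 uM unlabeled with 0.24 uM Alexa 594 label, for 6 hr at 37 C in 100 mM sodium acetate pH 7. Fluorescence polarization (555/632 nm) read 1 hr after 30 uM ThT.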
TR SRC2 fluor cs = counter-screen for TRb-SRC2 inhibitors: fluorescence interference. 280,000 compounds, 0.29% hits. Potency, µM (series often up to 106 µM), without a hit: at the highest dose fluorescence change, negative = quenching. AID 1479. TRb/SRC2 Texas Red total fluorescence interference; active = well fitted curve in either direction with a large enough effect; inconclusive = small, poorly fitted or top-dose-only effect; also: potency is read from the fitted curve at half-maximal effect; % is scaled to controls: 0 for no effect and ±100 for the full control effect
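Human TRβ ligand-binding domain (0.6 uM) and Texas Red SRC2 peptide (20 nM) in Tris buffer with 1 uM T3 and 5% DMSO were incubated with pinned compound for 5 hr at ambient temperature. Total fluorescence was computed as S + 2P (555/632 nm).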
Tau fluor cs = counter-screen for tau fibril formation inhibitors; tau K18 P301L (four-repeat tau fragment) Alexa594 fluorescence, heparin fibrillization; Potency, µM (top dose mostly 57.7 µM), for inactives: top-dose activity change, negative = decrease; 280,000 compounds, 0.93% hits; AID 1463; also: potency is read from the fitted curve at half-maximal effect; % is scaled to controls: 0 for no effect and ±100 for the full control effect; nearly all actives have a fitted effect of over 55% in size
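Human K18 P301L tau (15 uM unlabeled plus 0.24 uM Alexa 594-labeled, final) in 100 mM sodium acetate pH 7 was mixed with compound and 20 uM heparin and incubated 6 hr at 37 C.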
Epigenetic reg = regulators of epigenetic silencing causing reporter derepression in mouse cells; murine LDR cells, GFP reporter derepression, 30 h; Potency, µM (highest dose often 53.9 µM), inactives show top-dose GFP activation, usual class: activators; 280,000 compounds, 0.2% hits; AID 1865; also: potency is read from the fitted curve at half-maximal effect; % of control where 0% means no effect; nearly all actives have a fitted effect of over 60% in size
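Reporter derepression read as number of fluorescent GFP-positive objects, 20-120 um in size, counted by laser-scanning cytometer. Mouse LDR line with an epigenetically silenced CMV-GFP locus; compound incubation 30 h, 37 C.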
CBFb-RUNX1 inh = inhibitors of human CBF-beta and RUNX1 interaction. AID 1477. AlphaScreen CBFb-His/RUNX1-biotin binding, biochemical. Potency, µM (doses to about 59.8 µM), inactives show top-dose activity, negative = inhibition, usual class: inhibitors. Q01196+Q13951. 230,000 tested, under 10 active; also: % of control where 0% means no effect
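Interaction loss through any mechanism counts as activity. Pre-formed complex of His-CBF-beta and biotin-RUNX1 (30 nM apiece) is incubated with compound 15 min, then with 50 ng nickel and 50 ng streptavidin beads for 90 min before AlphaScreen detection.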
TRb SRC2 PPI = inhibitors of human thyroid hormone receptor beta-SRC2 interaction; Potency, µM (top dose mostly 106 µM), for inactives: at the top dose activity change, negative = inhibition, actives largely listed as inhibitors; P10828; TRbeta-SRC2 peptide binding, fluorescence polarization; receptor liganded with 1 µM T3; 280,000 compounds, 0.065% hits;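 also: potency is read from the fitted curve at half-maximal effect; plate controls were bound peptide for no effect and peptide without receptor for full effect; nearly all actives have a fitted effect of over 50% in size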
Target sequence (P10828 whole entry, looked up): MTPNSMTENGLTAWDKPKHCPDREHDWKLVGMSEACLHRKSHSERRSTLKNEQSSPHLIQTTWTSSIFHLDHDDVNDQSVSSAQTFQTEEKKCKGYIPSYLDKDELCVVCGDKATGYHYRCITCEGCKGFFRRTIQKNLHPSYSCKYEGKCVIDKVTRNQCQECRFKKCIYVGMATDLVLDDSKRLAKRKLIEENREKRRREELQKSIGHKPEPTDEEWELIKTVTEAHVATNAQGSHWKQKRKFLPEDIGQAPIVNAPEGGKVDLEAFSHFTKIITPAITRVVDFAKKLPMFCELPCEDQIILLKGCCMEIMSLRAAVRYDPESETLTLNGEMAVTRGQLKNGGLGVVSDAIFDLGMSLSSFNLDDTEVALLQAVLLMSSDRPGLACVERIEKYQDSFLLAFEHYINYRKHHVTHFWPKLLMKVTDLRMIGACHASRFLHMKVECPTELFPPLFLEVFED
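Decrease in fluorescence polarization of 20 nM Texas Red SRC2 coactivator peptide flagged inhibition of its binding to 0.6 uM TRb LBD; 1 uM T3 included, incubation 5 hr, ex 555/em 632 nm.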
NPSR antagonist = neuropeptide S receptor (human) antagonism, cAMP; CHO-NPSR cells, cAMP TR-FRET, antagonist mode; Q6W5P4; Potency, µM (titrated, usually from 38.3 µM), without a hit: at the highest dose activity change, negative = inhibition, hits mostly inhibitors; 220,000 compounds, 1% hits; also: potency is read from the fitted curve at half-maximal effect; % is scaled to controls: 0 for no effect and ±100 for the full control effect; nearly all actives have a fitted effect of over 50% in size; many of its hits are not listed in these tables
Target sequence (Q6W5P4 whole entry, looked up): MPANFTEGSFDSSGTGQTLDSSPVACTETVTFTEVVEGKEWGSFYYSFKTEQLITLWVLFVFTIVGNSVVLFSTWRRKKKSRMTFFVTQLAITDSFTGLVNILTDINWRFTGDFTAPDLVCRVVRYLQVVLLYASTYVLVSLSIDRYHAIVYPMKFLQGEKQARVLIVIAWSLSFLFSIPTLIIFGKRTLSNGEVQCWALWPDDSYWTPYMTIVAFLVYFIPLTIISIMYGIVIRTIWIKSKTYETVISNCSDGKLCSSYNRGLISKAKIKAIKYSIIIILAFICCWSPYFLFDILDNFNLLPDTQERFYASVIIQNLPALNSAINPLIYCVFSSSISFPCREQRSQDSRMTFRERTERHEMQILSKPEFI
GLA spleen mod = inhibitors or activators of human alpha-galactosidase in spleen homogenate; P06280; human spleen homogenate, 4MU-alpha-Gal fluorescence, 40 min; Potency, µM (highest dose often 80 µM), without a hit: top-dose activity change, negative = inhibition, usual class: inhibitors; 240,000 compounds, 0.008% hits; AID 2107;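 also: potency is read from the fitted curve at half-maximal effect; 0% = enzyme with vehicle and -100% = no enzyme basal signal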
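Human spleen homogenate (1 ug) was the enzyme source, with 4-methylumbelliferyl-alpha-D-galactopyranoside (1 mM final) in pH 5.0 citrate buffer with 0.01% Tween-20. Compounds were titrated; after 40 min at 37C, NaOH/glycine stop, 4-MU fluorescence read; AC50 from Hill fits.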
The depositor's hits bear a star; ? = inconclusive; nt = no result given; [ ] = another dose, or the depositor's remark. Unless noted, calls follow the shape of the dose curve; as a rule, active = well fitted curve in the direction sought with a large enough effect; inconclusive = small, poorly fitted or top-dose-only effect, or another doubt; inactive = no such curve, though single readings can be large; an effect the other way counts as inactive or inconclusive.

smiles,TRb SRC2 PPI,TR SRC2 fluor cs,Tau fibril FP,Tau fluor cs,NPSR antagonist,CBFb-RUNX1 inh,Epigenetic reg,GLA spleen mod
CC(=O)Nc1ccc(N2C(=O)c3ccc(C(=O)Nc4nnc(SCc5ccc(F)cc5)s4)cc3C2=O)cc1,9%,-2%,?,-19%,9%,-10%,0.0%,5%
COc1ccc(N2CCN(C(=O)CCNC(=O)c3ccc(C(C)(C)C)cc3)CC2)cc1,1%,-2%,12%,-11%,-15%,-2%,-1.4%,10%
COc1ccc(CNc2ccc(C(=O)O)cc2)cc1,-13%,-1%,-8%,-7%,-2%[46.1 µM],6%,0.0%,1%
O=C(Nc1ccc2c(c1)CCC2)C1CCCN(c2ncccn2)C1 (stereo unspecified),-15%,0%,2%,-14%,?,5%,1.8%,1%
O=C(NCc1ccc2c(c1)OCO2)C1CCN(Cc2cnn(-c3ccccc3)c2-n2cccc2)CC1,4%,2%,-1%,-6%,-23%[46.1 µM],-6%,-1.6%,-4%
CCOC(=O)C1(CCOc2ccccc2)CCN(C(=O)c2ccc(-n3cccn3)cc2)CC1,-3%,1%,-2%,-11%,?,12%,-1.2%,5%
CCOC(=O)C[n+]1c(C)csc1C,-1%,1%,-8%,1%,6%,11%,-4.8%,1%
COc1cccc(NC(=O)C2CCCN(S(=O)(=O)c3c(C)[nH]c(=O)[nH]c3=O)C2)c1 (stereo unspecified),-5%,-1%,5%,-3%,nt,nt,1.4%,nt
CCOC(=O)c1nnc2cc(C)nn2c1C,4%,-6%,3%,5%,8%,11%,3.2%,0%
Cc1cccc(NC(NC(=O)c2ccccc2[N+](=O)[O-])C(Cl)(Cl)Cl)c1 (stereo unspecified),-1%,-3%,-2%,-23%,-2%,4%,-3.2%,3%
O=C(CCC1CCCC1)NCCCN1CCOCC1,-1%,2%,8%,4%,4%[46.1 µM],7%,-1.1%,9%
Cc1nc([N+](=O)[O-])c(Br)n1CC(=O)c1ccc2ccccc2c1,-6%,1%,-11%,?,?,-3%,-1.2%,-7%
O=C1CC(c2ccccc2Oc2cccc(Cl)c2)C(n2cncn2)C(=O)C1C1NCCc2ccccc21 (stereo unspecified),8%,-1%,4%,-19%,9%,-8%,-0.5%,-2%
COc1ccc(C2(CNC(=O)c3ccccc3)CCOCC2)cc1,4%,2%,-5%,-12%,-3%,5%,1.3%,3%
COc1ccc(N(CC(=O)Nc2cccc(N(C)S(C)(=O)=O)c2)S(=O)(=O)c2ccc(F)cc2)cc1,6%,-3%,-1%,?,-23%,0%,2.3%,1%
CCOc1ccccc1N1CC(C(=O)N2CCc3ccccc32)CC1=O (stereo unspecified),0%,1%,0%,-3%,-3%[46.1 µM],2%,-1.0%,3%
Cc1cn2c(=O)cc(COC(=O)c3cccc(NC(=O)COc4ccccc4C)c3)nc2s1,3%,0%,-1%,8%,nt,nt,-0.3%,nt
C=CCOC(=O)N[C@@H](CC(C)C)/C(C(=O)OC)=C(\C)NCc1ccccc1,2%,-2%,1%,3%,nt,-6%,0.8%,16%
CC(=O)Oc1ccc(/C=c2\sc3ncnn3c2=O)cc1,1%,-5%,2%,-4%,1%[46.1 µM],1%,-2.2%,0%
S=c1[nH]nc(-c2ccc(Cl)cc2)n1/N=C/c1cccs1,-1%,4%,3%,-13%,-18%,3%,2.0%,6%

Already shown: 2 of the compounds above.
smiles,TRb SRC2 PPI,TR SRC2 fluor cs,Tau fibril FP,Tau fluor cs,NPSR antagonist,CBFb-RUNX1 inh,Epigenetic reg,GLA spleen mod
CC(=O)Oc1ccc(/C=c2\sc3ncnn3c2=O)cc1,1%,-5%,2%,-4%,1%[46.1 µM],1%,-2.2%,0%
S=c1[nH]nc(-c2ccc(Cl)cc2)n1/N=C/c1cccs1,-1%,4%,3%,-13%,-18%,3%,2.0%,6%

(further entries)
smiles,TRb SRC2 PPI,TR SRC2 fluor cs,Tau fibril FP,Tau fluor cs,NPSR antagonist,CBFb-RUNX1 inh,Epigenetic reg,GLA spleen mod
O=C(Oc1ccc(/C=N/n2cnnc2)cc1)c1cccc([N+](=O)[O-])c1,0%,-5%,-9%,?,6%,1%,-0.1%,6%
COC(=O)c1cc(N=Nc2sc(N)nc2C)cc(C(=O)OC)c1,-5%,-12%,9%,?,-2%,-26%,0.0%,-6%
CCCC(=O)c1ccc2c(c1)OCCO2,-8%,0%,9%,-3%,0%[46.1 µM],3%,-2.4%,-5%
CCOc1cc(C=O)ccc1OCCSc1ccc(Cl)cc1,-26%[53 µM],-1%[53 µM],-10%,-8%,-25%[46.1 µM],?,-0.9%,-3%
CC(C)n1c(=N)c(C(=O)NCc2cccnc2)cc2c(=O)n3ccccc3nc21,4%,-4%,0%,-7%,nt,nt,-0.8%,nt
CCCCc1nc(S(=O)(=O)c2ccc(Cl)cc2)c(N2CCOCC2)o1,5%,-2%,?,-19%,-6%,0%,-1.0%,9%
O=C(O)CSc1c2c(nc3cc(C(=O)NCCN4CCOCC4)ccc13)CCC2,-12%,50µM*[fluorescent],6%,-8%,20%,?,5.2%,7%
COc1cc(C(=O)Nc2cccc3ncccc23)cc(OC)c1OC,-1%,0%,4%,-2%,-1%[46.1 µM],9%,-2.9%,15%
COc1ccccc1NC(=O)COC(=O)c1ccccc1C(=O)N1CCN(c2ccccc2)CC1,-8%,0%,0%,-3%,-16%,11%,-2.2%,-1%
Cc1c(S(=O)(=O)N2CCN(c3cccc(C(F)(F)F)c3)CC2)c(=O)n(C)c(=O)n1C,-6%,-5%,0%,0%,2%[46.1 µM],5%,2.6%,9%
Cc1ccc(N(C(=O)C2CCC(=O)N2)C2(C(=O)NC3CCCC3)CCCCC2)cc1 (stereo unspecified),7%,-2%,9%,5%,-12%[46.1 µM],-2%,0.0%,6%
C#Cc1ccc([C@H]2C=C(C(=O)N3CCOCC3)O[C@@H](OCC)[C@@H]2CCCO)cc1,-1%,0%,4%,4%,2%,5%,8.3%,-3%
CCOC(=O)c1c(NC(=O)COC(=O)c2nc(Cl)ccc2Cl)sc2c1CCC2,1%,-7%,0%,-1%,-16%,0%,2.2%,2%
CC1=C(c2ccc(C)cc2)S(=O)(=O)N=C1N1CCN(c2ccccc2)CC1,1%,-1%,1%,-10%,nt,nt,-4.7%,nt
CC[C@H](C)[C@H](NC(=O)c1ccccc1)C(=O)Nc1ccc(S(=O)(=O)Nc2cc(C)nc(C)n2)cc1,0%,-2%,-3%,-1%,-21%,5%,0.0%,5%
O=[N+]([O-])c1cccc(-c2nnc(-c3ccc4c(c3)OCO4)o2)c1,2%[53 µM],-2%[53 µM],-1%,-15%,-4%,8%,0.0%,5%
COc1ccc(NC(=O)CSc2nnc(Cc3cccs3)n2-c2ccc(C)cc2)cc1,-3%,-5%,5%,-28%,-25%[46.1 µM],1%,0.8%,4%
CCN(CC)c1ccc(C(=O)NC(=S)N2CCN(Cc3ccc4c(c3)OCO4)CC2)cc1,2%,5%,7%,-19%,-6%,?,0.0%,1%
COc1ccc(C(=O)NNC(=O)CN2CCN(c3nc(-c4ccccc4)cs3)CC2)cc1,0%,-1%,-2%,-15%,13%,-2%,3.9%,0%
Cc1ccc(Cl)cc1NC(=O)C(NS(=O)(=O)c1cccs1)c1ccccc1 (stereo unspecified),3%,-1%,1%,-18%,-15%,4%,-0.9%,-9%

Single values from the results shown:
TR SRC2 fluor cs with CC(=O)Oc1ccc(/C=c2\sc3ncnn3c2=O)cc1 reads -5%
GLA spleen mod with COc1ccc(N2CCN(C(=O)CCNC(=O)c3ccc(C(C)(C)C)cc3)CC2)cc1 reads 10%

Following part:
smiles,TRb SRC2 PPI,TR SRC2 fluor cs,Tau fibril FP,Tau fluor cs,NPSR antagonist,CBFb-RUNX1 inh,Epigenetic reg,GLA spleen mod
CSc1cccc(NC(=O)CN(c2ccc(C)cc2C)S(C)(=O)=O)c1,-9%,-1%,-8%,?,-19%[46.1 µM],-2%,-1.1%,-4%
O=S(=O)(ON(c1ccccc1)S(=O)(=O)c1ccccc1)c1ccccc1,0%,0%,8%,-8%,-2%,8%,0.9%,2%
O=C(Sc1nnnn1C1CCCCC1)c1cccs1,-5%,-9%,-1%,6%,-5%[46.1 µM],15%,0.0%,8%
Cc1ccc(S(=O)(=O)N2CCN(c3nc(C)nc4sc5c(c34)CCC(C)C5)CC2)cc1 (stereo unspecified),-7%,-2%,-3%,3%,-5%[46.1 µM],1%,0.0%,18%
CC(=O)NCCNc1ncnc2ccc(-c3ccc(C(=O)N(C)C)cc3)cc12,2%,-1%,-3%,-14%,nt,nt,5.0%,11%
CC(C)CCNC(=O)c1cc(Sc2ccc(F)cc2F)nc2ccccc12,-9%,0%,-8%,-21%,nt,nt,3.2%,nt
Oc1ccc2oc3c(c2c1)CCCC3,-4%,-8%,8%,-13%,6%[46.1 µM],-4%,3.8%,-8%
O=S(=O)(c1ccccc1)N(Cc1nc(-c2ccccc2)no1)C1CCCCC1,-14%,0%,-6%,-21%,-28%[46.1 µM],?,-3.2%,6%
CCOC(=O)c1ccc(NC(=O)CN2C(=O)CSC2=O)cc1,10%,2%,?,-3%,?,-1%,7.1%,-2%
CC1=CC(=C(C#N)c2nc3ccccc3s2)C=C(C)N1Cc1ccco1,-7%,-3%,?,4µM*[quencher],-12%[46.1 µM],5%,1.1%,-13%
COC(c1ccccc1)c1nnc(CCC(=O)N(C)CCCC2CCCC2)o1 (stereo unspecified),10%,0%,-5%,-6%,35%,11%,0.1%,-3%
Cc1cccc(Oc2coc3cc(OCC(=O)NC4CCCCC4)ccc3c2=O)c1,-3%,0%,4%,-7%,nt,nt,-4.8%,nt
Cc1ccc(C)c(N2C(=O)c3cc(N4CCOCC4)c([N+](=O)[O-])cc3C2=O)c1,-5%,-1%,7%,-5%,16%,-4%,-1.8%,8%
C[C@@]1(C(NC(=O)c2cccs2)c2ccc(-c3ccccc3)cc2)C[C@H]1C1CCCCC1 (stereo partly specified),-2%,0%,-8%,-1%,nt,10%,1.1%,-4%

Compound activity as filed in PubChem.

An excerpt; the hit share may differ from the screen's.
